Screens (PubChem)
D2 agonist = D2 dopamine receptor (human) agonism; AID 485358; activation, % at 2 µM; HEK293 T-REx D2 cells, calcium flux agonist mode; 0.53% of 340,000 active; P14416;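 active = activation over 3 SD above normal in the single-dose calcium agonist read, cut at about 30% in these data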; note: 0% is about no effect
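Calcium-flux readout, 1 cycle/sec over 180 s following compound pin transfer, in inducible HEK293 Trex D2 cells (force-coupled); dopamine controls included. Positive calcium responses during this window marked compounds as potential agonists.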
TRHR agonist = agonists of human TRH receptor; P34981; TRHR cells, calcium flux fluo-8, FDSS agonist mode; activation, % at 2 µM; 0.18% of 360,000 active; in the data active = activation above about 30%; note: 0% is about no effect
Target sequence (P34981 whole entry, looked up): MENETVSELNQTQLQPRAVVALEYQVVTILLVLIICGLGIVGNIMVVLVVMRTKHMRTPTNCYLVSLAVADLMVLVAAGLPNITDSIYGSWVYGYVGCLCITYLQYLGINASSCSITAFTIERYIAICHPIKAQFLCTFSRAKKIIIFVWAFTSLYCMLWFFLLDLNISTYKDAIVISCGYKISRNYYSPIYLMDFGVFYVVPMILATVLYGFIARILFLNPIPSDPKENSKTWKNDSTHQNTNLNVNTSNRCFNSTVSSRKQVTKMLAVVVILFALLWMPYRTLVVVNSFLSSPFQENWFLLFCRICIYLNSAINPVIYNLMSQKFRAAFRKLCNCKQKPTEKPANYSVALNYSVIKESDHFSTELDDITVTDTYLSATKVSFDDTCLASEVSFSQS
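TRHR-expressing cells loaded with fluo-8 calcium dye; 23 nL library compound pin-transferred, kinetic FDSS fluorescence (Ex 480/Em 530) recorded about 180 s for agonist-induced calcium release, before a 10 nM TRH EC20 addition for potentiator mode.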
TRHR PAM = allosterically enhances the human TRH receptor; P34981; TRHR cells, fluo-8 calcium fluorescence, EC20 TRH enhancement; enhancement, % at 2 µM; 0.66% of 360,000 active; AID 493056; in the data active = enhancement above about 30%; note: 0% is about no effect
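TRHR-expressing cells loaded with fluo-8 calcium dye were read kinetically (ex 480/em 530) during compound addition, then stimulated with an EC20 of TRH (10 nM final). Enhancement of the Gq-mediated intracellular calcium response was scored.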
Pin1 inhibitor = blocks the human prolyl isomerase Pin1 | 0.009% of 390,000 active | Q13526 | Pin1 FP peptide displacement, HiFluor488, 10 min | Potency, µM (series often up to 115 µM), without a hit: at the top dose activity, negative = inhibition, actives largely listed as inhibitors; active = well fitted inhibition curve with a large enough effect in the polarisation, with a control signal flat, not every such curve was filed as active; inconclusive = small, poorly fitted or top-dose-only effect, or effect the other way, or a change in a side signal; inactive = no such curve, though single readings can be large or run the other way; the % refers to the polarisation; note: potency is the fitted concentration of half-maximal effect; % is set by controls: 0 for no effect and ±100 for the full control effect
Target sequence (Q13526 whole entry, looked up): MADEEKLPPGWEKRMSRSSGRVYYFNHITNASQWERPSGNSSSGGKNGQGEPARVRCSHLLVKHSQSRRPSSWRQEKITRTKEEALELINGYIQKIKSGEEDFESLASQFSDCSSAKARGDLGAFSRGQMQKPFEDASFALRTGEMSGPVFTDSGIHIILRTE
USP1-UAF1 inh = USP1/UAF1 (human) deubiquitinase inhibition; O94782; recombinant USP1/UAF1, Ub-Rhodamine cleavage fluorescence; Potency, µM (highest dose often 57.1 µM), for inactives: at the highest dose activity change, negative = inhibition, hits mostly inhibitors; 0.23% of 390,000 active; note: potency is the fitted concentration of half-maximal effect; % is set by controls: 0 for no effect and ±100 for the full control effect; nearly all actives have a fitted effect of over 60% in size; inactives centre near -12
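High-throughput fluorogenic screen: 1nM USP1/UAF1 complex, Ub-Rho substrate 150nM final, 50mM HEPES pH 7.8 with 0.5mM EDTA, 0.1 mg/ml BSA, 1mM TCEP and 0.01% Tween-20.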
D2 antag = antagonizes the human D2 dopamine receptor. HEK293 TREx D2 cells, calcium flux, dopamine EC80. inhibition, % at 10 µM. 2% of 340,000 active; in the data active = inhibition above about 30%; note: 0% is about no effect
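Tetracycline-induced HEK293 TREx cells expressing D2 receptor forced-coupled to calcium signalling, loaded with no-wash calcium dye. Compounds added and calcium flux read 180 s, then dopamine added at EC80 and read a further 180 s.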
TrxR1 substrate = rat thioredoxin reductase 1 substrate activity. AID 588456. O89049. 0.01% of 390,000 active. Potency, µM (series often up to 114 µM), inactives show top-dose activity change, negative = substrate turnover. purified TrxR1 substrate turnover, NADPH consumption readout; note: potency is the fitted concentration of half-maximal effect; % is set by controls: 0 for no effect and ±100 for the full control effect; nearly all actives have a fitted effect of over 50% in size
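Rat TrxR1, dispensed at 90 nM, was prereduced with 400 uM NADPH (final) for 5 min at ~22 deg C, then incubated with compound 15 min before 400 uM selenite. A first-read NADPH fluorescence drop versus no-compound background flagged substrates.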
rTrxR1 inhibitor = blocks rat thioredoxin reductase 1. O89049. 1% of 390,000 active. recombinant rTrxR1, NADPH fluorescence consumption, selenite substrate. AID 588453. Potency, µM (highest dose often 114 µM), inactives show at the highest dose activity change, negative = inhibition, actives largely listed as inhibitors; note: potency is the fitted concentration of half-maximal effect; % is set by controls: 0 for no effect and ±100 for the full control effect; nearly all actives have a fitted effect of over 65% in size
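Rat TrxR1 (90 nM in the dispensed reagent) was pre-reduced with 400 uM NADPH for 5 min at room temperature, then incubated with compound for 15 min. After 400 uM selenite was added, NADPH fluorescence (Ex 340/Em 450 nm) was followed for 8 min.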
mIDH1 inhibitor = blocks human mutant IDH1 R132H enzyme. O75874. IDH1-R132H enzyme, NADPH consumption, diaphorase/resazurin fluorescence. 0.093% of 390,000 active. Potency, µM (doses to about 76.6 µM), for inactives: at the highest dose activity change, negative = inhibition, actives largely listed as inhibitors; note: potency is the fitted concentration of half-maximal effect; % is set by controls: 0 for no effect and ±100 for the full control effect; nearly all actives have a fitted effect of over 65% in size
Target sequence (O75874 whole entry R132H, stated change not applied): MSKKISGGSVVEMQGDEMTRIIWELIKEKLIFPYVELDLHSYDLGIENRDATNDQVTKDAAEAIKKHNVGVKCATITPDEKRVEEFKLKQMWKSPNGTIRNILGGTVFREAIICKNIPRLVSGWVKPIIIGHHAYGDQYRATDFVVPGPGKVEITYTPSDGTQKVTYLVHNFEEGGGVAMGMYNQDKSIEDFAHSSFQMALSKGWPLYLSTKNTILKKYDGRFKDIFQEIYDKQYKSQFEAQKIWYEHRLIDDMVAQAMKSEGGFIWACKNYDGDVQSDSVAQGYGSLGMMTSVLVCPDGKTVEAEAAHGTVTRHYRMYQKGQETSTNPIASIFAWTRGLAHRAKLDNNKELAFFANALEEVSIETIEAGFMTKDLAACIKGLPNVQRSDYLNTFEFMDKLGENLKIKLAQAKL
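IDH1-R132H (0.5 ug/mL) preincubated 30 min with compound, then NADPH (0.016 mM) and alpha-KG (2 mM) added; 80 min at RT, pH 7.5. Remaining NADPH coupled via diaphorase/resazurin to fluorescence (540/590 nm); concentration-response curves normalized to no-enzyme control.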
* hit, by the source's call; ? = inconclusive; nt = no result given; [ ] = another dose, or the depositor's remark. Unless noted, calls come from the whole dose curve; as a rule, active = well fitted inhibition curve with a large enough effect; inconclusive = small, poorly fitted or top-dose-only effect; inactive = no such curve, though single readings can be large or run the other way.

SMILES	D2 agonist	TRHR agonist	TRHR PAM	Pin1 inhibitor	USP1-UAF1 inh	D2 antag	TrxR1 substrate	rTrxR1 inhibitor	mIDH1 inhibitor
O=C(C(Sc1ccccc1)c1ccc(Br)cc1)N1CCOCC1 (stereo not drawn)	1.4	-0.1	2	-14%	-18%	-8	-2%	20%	15%
O=C(NCCCN1CCCC1=O)c1ccc(S(=O)(=O)Nc2ccccc2)cc1	-0.3	-0.3	-6	6%	0%	9	6%	12%	3%
Cn1c(=O)c2c(n3c4ccccc4nc13)NC(=O)CC2c1ccccc1F (stereo not drawn)	1.1	0.0	-1	1%	-2%	nt	12%[57.1 µM]	5%[57.1 µM]	2%
COc1ccc(CSc2nnc(CNS(C)(=O)=O)o2)cc1	-0.2	-0.1	9	-10%	-13%	16	11%	7%	4%
CCOc1ccc(CCNC(=O)CCc2nnc3ccc(N4CCCCC4)nn23)cc1OCC	0.6	-1.1	2	3%	-27%	-7	3%[57.1 µM]	5%[57.1 µM]	-2%
CCN(Cc1nc(-c2ccccc2)no1)C(=O)COc1cccc(OC)c1	-2.6	-0.4	6	-5%	-12%	14	-6%	-5%	-1%
CC(CC(=O)Nc1cccc(Cl)c1)c1ccccc1 (stereo not drawn)	-0.1	0.2	-3	?	-7%	13	-1%	-13%	7%
Cc1ccc(NC(=O)C(c2ccccc2)c2ccccc2)nc1	0.1	0.1	-2	-7%	-9%	-4	-9%	11%	0%
Cc1cc(-c2nn(C)c(=O)c3ccccc23)ccc1CNC(=O)NC1CCCCC1	0.5	-2.1	-16	-1%	-16%	-14	0%	1%	-1%
O=C(COC(=O)C1CC2CCCC(C1)C2=O)NC1CCCCC1 (stereo not drawn)	-0.1	0.5	-3	-1%	-27%	-25	10%	40%[activator]	0%
CC(=O)Nc1ccc(NS(C)(=O)=O)cc1	0.4	0.3	7	7%	4%	-12	2%[57.1 µM]	-12%[57.1 µM]	-1%
CCOc1ccccc1NC(=O)c1nnn(-c2ccc3c(c2)OCCO3)c1N	1.6	0.5	8	5%	-10%	-4	20%	10%	18%
COc1ccc(CNC(=O)Cn2nc(C(F)(F)F)c(Br)c2C)cc1	-0.7	-0.1	1	-1%	-20%	26	6%	36%	6%
COc1ccc(Cn2nnnc2CN(CCCN2CCOCC2)Cc2cc3cc(OC)ccc3[nH]c2=O)cc1	nt	0.4	43*	-12%	-8%	nt	17%[57.1 µM]	2%[57.1 µM]	-1%
CC1CCN(CCNC(=O)c2ccc(NC(=O)C3CCCO3)cc2)CC1 (stereo not drawn)	0.6	0.3	21	-4%	-7%	-6	-5%	-6%	12%
O=C(CSC(=S)N1CCCC1)Nc1ccc(Br)cc1Cl	-0.5	-0.4	-9	1%	-12%	0	-2%	-3%	4%
O=c1[nH]c2ccc(Cl)cc2c(-c2ccccc2)c1SC(=S)N1CCOCC1	2.2	1.8	4	-1%	-8%	-26	-10%	-13%	5%
Cc1cc(C)c2c(n1)SCCN2C(=O)Nc1ccc(C(=O)Nc2cc(Cl)ccc2C)cc1	nt	0.3	3	0%	-14%	nt	3%	22%	5%
Cc1cc(C)n2cc(CSC3=NCCS3)nc2n1	1.2	1.3	0	0%	5%	-4	235%[activator]	7%	-2%
O=C(c1ccccc1Cc1ccccc1)N1CCN(S(=O)(=O)c2ccc(F)cc2)CC1	-0.2	0.0	-6	-4%	-16%	-4	2%	13%	1%
COc1ccccc1NC(=O)CSc1nnc(CC(=O)Nc2ccccc2)n1C	-0.1	0.1	9	-20%	-8%	-5	7%[57.1 µM]	4%[57.1 µM]	5%
CC(=O)Nc1ccc(-c2nnc(SCc3ccc(C)cc3)n2C)cc1	0.1	-1.0	-4	0%	-3%	8	3%[0.457 µM]	7%	-6%
COc1cc2ccccc2cc1C(=O)NC1CCCC1	nt	nt	nt	-1%	-10%	nt	18%	8%[57.1 µM]	22%
Cc1ccc(CNC(=O)C2CCC(=O)N2C(C)C)cc1 (stereo not drawn)	1.0	0.8	4	1%	-16%	19	7%	15%	0%
COc1nccnc1NS(=O)(=O)c1ccc(NC(=O)c2cccc(C)c2)cc1	2.4	1.2	-5	-5%	-7%	6	4%[57.1 µM]	7%[57.1 µM]	10%
Cc1cccc(-c2cc3nc(-c4ccccc4)cc(N4CCC5(CC4)OCCO5)n3n2)c1	-0.4	0.8	5	3%	-4%	-8	326%[activator][57.1 µM]	281%[activator][57.1 µM]	2%
CCOC(=O)CSc1nnc(C)c(C)n1	nt	nt	nt	0%	-13%	nt	4%	16%	-7%
CS(=O)(=O)N(CC(N)=O)c1ccc2c(c1)OCO2	0.2	0.1	8	-1%	-20%	1	9%	18%	8%
Cc1noc(C)c1C(=O)N1CCCC(C(=O)c2cccc(OC(C)C)c2)C1 (stereo not drawn)	1.1	1.2	2	2%	-11%	1	-6%	9%	8%
NNc1nc(-c2ccccc2)c2ccccc2n1	0.0	-0.2	3	1%	-16%	24	6%[57.1 µM]	0%[57.1 µM]	-1%
CCc1ccc2c(COC(=O)C3CC(=O)N(CCc4ccccc4)C3)cc(=O)oc2c1 (stereo not drawn)	-0.2	-0.7	1	-21%	-11%	-4	-10%	-12%	4%
COc1ccc(OC)c(/C=C/C(=O)OCC(=O)Nc2cccc(Oc3ccccc3)c2)c1	3.2	2.5	3	5%	3%	-5	81%[activator]	45%[activator]	-2%
COc1ccc2c(c1)c1nnc(SCC(=O)N3CCCCC3C)nc1n2C (stereo not drawn)	-1.8	-0.9	2	-8%	-9%	5	4%[57.1 µM]	0%[57.1 µM]	3%
CCOc1cc(N2CCOCC2)c(OCC)cc1NC(=O)COc1ncnc2ccc(Br)cc12	-0.1	-0.5	7	-2%	-15%	1	10%[57.1 µM]	8%[57.1 µM]	-3%
Fc1ccc(Nc2ccnc(Nc3ccc(F)cc3)n2)cc1	nt	1.7	10	14%	-6%	nt	8%	18%	3%
CC(C)CNC(=S)NNC(=O)c1ccccc1OC(F)F	0.9	0.1	1	-2%	-9%	-22	7%	2%	2%
CC(=O)Nc1sc2c(c1C(c1cccc(Cl)c1)N1CCN(CCO)CC1)CCCC2 (stereo not drawn)	1.5	2.7	12	-3%	-12%	8	-5%	-8%	-3%
C[C@@H]1CCC[C@@]2(O[C@H](CCO)C[C@H](O)[C@H]2O)O1	nt	nt	nt	-7%	-16%	nt	1%	16%	12%
CC(=O)c1ccc(NS(=O)(=O)c2cccc(C)c2)cc1	-0.3	0.1	-1	0%	-13%	-15	-1%	-5%	0%
Cc1cc(C)c(S(=O)(=O)c2cccc(Cl)c2)c(Cl)n1	0.8	0.1	1	5%	-12%	-7	3%[57.1 µM]	20%[57.1 µM]	5%
O=C(Nc1ccccc1N1CCCCC1)c1cc(S(=O)(=O)N2CCOCC2)ccc1F	-0.1	0.3	-5	10%	-6%	3	-2%	7%	4%
CCOCCCNC(=O)C(c1ccc(C)cc1)N(Cc1ccc2c(c1)OCO2)C(=O)c1cnccn1 (stereo not drawn)	-0.7	0.2	0	-7%	-1%	-5	-7%	-8%	3%
COCCN1C(=O)c2oc3ccc(C)cc3c(=O)c2C1c1ccc(C(=O)OC)cc1 (stereo not drawn)	nt	0.1	-5	9%	-6%	nt	0%	21%	-13%
Cc1c(C(=O)N(CC(C)C)c2c(N)n(Cc3ccccc3)c(=O)[nH]c2=O)sc2nc3n(c(=O)c12)CCC3	0.1	0.3	5	5%	-18%	-1	-3%	-2%	-2%
CC(Sc1ccc(S(=O)(=O)N2CCOCC2)cc1[N+](=O)[O-])C(=O)O (stereo not drawn)	-0.3	-1.6	-11	?	-22%	11	-13%	-9%	5%
N#Cc1c(NC(=O)Cn2c(=O)oc3ccccc32)oc(-c2ccccc2)c1-c1ccccc1	0.3	-0.9	-3	11%	?	2	1%	-3%	-1%
O=C(CCc1nnc2ccc(NCc3ccco3)nn12)Nc1ccc(F)cc1	-2.5	-0.1	15	?	-12%	-16	2%	?	-14%
O=[N+]([O-])c1ccc(OCc2cnc(Cl)s2)cc1	-2.1	-0.8	2	1%	-16%	0	1%	8%[57.1 µM]	4%
COc1ccc(CN(C)CC(=O)NC(C)c2ccccc2)cc1OC (stereo not drawn)	nt	-0.3	7	-1%	-10%	nt	7%[57.1 µM]	19%[57.1 µM]	20%
CCOC(=O)C1CCCN(C(=O)CCCn2nnnc2CN2CCC(C)CC2)C1 (stereo not drawn)	0.6	-0.1	-3	-5%	-9%	-1	-5%	-9%	-4%
O=C(N/N=C/CCc1ccccc1)c1ccc(CN2c3cccc4cccc(c34)S2(=O)=O)cc1	0.0	0.8	7	7%	0%	5	17%	10%	7%
COc1ccc2c(CC(=O)OCc3nc4ccsc4c(=O)[nH]3)coc2c1	nt	nt	nt	?	-11%	nt	-8%	-15%	1%
Cc1csc(NC(=O)/C=C/c2ccc(C)o2)n1	0.2	-0.8	-1	12%	-5%	-6	-2%	?	6%
Cc1nc2c3cc(F)ccc3n(Cc3ccccc3F)c2s1	7.8	2.1	-9	11%	-11%	19	-7%	2%[57.1 µM]	5%
Cc1ccc(CNC(=O)CSC2=Nc3ccccc3C3=NC(C)C(=O)N23)cc1 (stereo not drawn)	nt	0.4	4	-4%	-15%	nt	9%[57.1 µM]	13%[57.1 µM]	-3%
CCOc1ccc(CCNC(=O)CCc2c(C)nc3c(c(C)nn3-c3ccc(C)c(C)c3)c2C)cc1	-1.1	-0.1	29	4%	-26%	nt	11%	18%	-2%

Not all compounds are listed; rates above refer to the full screens.
